HTR5A inv ctr: inverse agonist of human HTR5A in OPRM1-OPRD1 counter-screen; HTR5A cell line, luminescence, inverse agonism; 340,000 compounds, 0.083% hits; P47898; AID 504634; inhibition, % at 9.3 µM; in the data active = inhibition mostly above about 23%, no sharp cut-off; inactive = mostly below about 18%;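 also: 0% = cells with DMSO and 100% = no-cell wells with DMSO; some compounds called inactive have numbers as strong as hits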
AddAB inh: less growth of phage-infected E. coli with AddAB. E. coli expressing H. pylori AddAB, absorbance growth. inhibition, % at 11.9 µM. 330,000 compounds, 0.29% hits. AID 435030; in the data active = inhibition above about 12%;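 also: 0% = vehicle wells of infected cells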
PfHsp90 set2: reduces growth (ATP signal) of yeast expressing P. falciparum Hsp90; inhibition, % at 9.4 µM; S. cerevisiae expressing PfHsp90, BacTiter-Glo ATP, 48 h; yeast lacking PDR1 and PDR3 efflux regulators; 310,000 compounds, 0.32% hits; AID 504621;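 active = every replicate shows inhibition above about 80%, whatever the replicate mean, limit read from the data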;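 also: 0% = DMSO neutral controls and 100% = 20 µM radicicol positive controls; yeast relying on Plasmodium falciparum Hsp90 in place of its own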
OPRM1-OPRD1 ag: OPRM1-OPRD1 heterodimerization agonism. cells, luminescence. AID 504326. activation, % at 9.3 µM. 340,000 compounds, 0.3% hits; in the data active = activation above about 18%;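 also: 0% = vehicle-treated cells and 100% = reference agonist; values of inactives mirror those of a sister screen read the other way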
Target sequence (P35372 whole entry, looked up): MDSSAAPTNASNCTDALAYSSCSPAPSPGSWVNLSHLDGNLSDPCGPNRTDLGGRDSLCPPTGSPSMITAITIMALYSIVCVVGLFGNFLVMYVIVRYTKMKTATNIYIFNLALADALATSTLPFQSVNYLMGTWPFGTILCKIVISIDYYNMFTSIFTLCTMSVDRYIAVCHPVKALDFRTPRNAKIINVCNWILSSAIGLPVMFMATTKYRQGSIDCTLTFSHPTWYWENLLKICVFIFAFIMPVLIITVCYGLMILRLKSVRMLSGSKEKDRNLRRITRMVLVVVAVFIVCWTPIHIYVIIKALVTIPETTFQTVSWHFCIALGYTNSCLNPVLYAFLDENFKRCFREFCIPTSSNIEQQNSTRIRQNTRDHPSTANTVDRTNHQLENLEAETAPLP
Target sequence (P41143 whole entry, looked up): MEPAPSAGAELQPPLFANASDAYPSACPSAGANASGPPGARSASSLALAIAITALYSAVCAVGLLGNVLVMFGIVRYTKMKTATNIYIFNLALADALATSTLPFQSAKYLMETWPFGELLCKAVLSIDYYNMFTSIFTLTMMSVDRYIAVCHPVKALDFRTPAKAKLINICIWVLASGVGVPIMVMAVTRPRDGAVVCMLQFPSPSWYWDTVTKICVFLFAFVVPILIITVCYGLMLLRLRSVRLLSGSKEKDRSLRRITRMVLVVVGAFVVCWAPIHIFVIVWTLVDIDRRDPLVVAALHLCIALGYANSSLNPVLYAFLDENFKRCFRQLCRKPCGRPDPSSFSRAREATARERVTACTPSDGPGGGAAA
E coli growth: bacterial growth inhibition, counter-screen for AddAB inhibitors | E. coli V3065 growth, OD600 absorbance, 18 h | inhibition, % at 11.9 µM | 330,000 compounds, 0.27% hits;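 active = inhibition above the campaign's mean inhibition across all tested compounds plus 3 SD, cut at about 9.9% in these data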;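 also: uninfected addAB+ strain grown without phage in ampicillin broth; 0% = DMSO wells and 100% = ciprofloxacin 0.95 µg/ml wells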
phage Ecoli inh: E. coli growth loss with phage present | growth absorbance | inhibition, % at 11.9 µM | 360,000 compounds, 0.26% hits; in the data active = inhibition above about 11%
OPRM1-OPRD1 inv: mu-delta opioid heterodimer inverse agonism; P35372+P41143; cell-based MOR-DOR heterodimer luminescence; inhibition, % at 9.3 µM; 340,000 compounds, 0.21% hits; AID 504357; in the data active = inhibition above about 22%, passing the limit was not always enough;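 also: 0% = cells with DMSO and 100% = wells without cells with DMSO; values of inactives mirror those of a sister screen read the other way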
HTR5A ag ctr: counter-screen for OPRM1-OPRD1 agonists: human HTR5A agonism. HTR5A agonist assay, luminescence, cell-based. 340,000 compounds, 0.61% hits. AID 504692. P47898. activation, % at 9.3 µM; in the data active = activation mostly above about 9.5%, no sharp cut-off; inactive = mostly below about 7.6%;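 also: 0% = cells with vehicle only and 100% = reference agonist; strong numbers were not always called active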
Mot1-301 SUMO: blocks SUMOylation pathway, rescuing yeast Mot1-301 growth | growth rescue, % at 18.8 µM | 320,000 compounds, 1% hits | S. cerevisiae Mot1-301 growth rescue, ATP luminescence, 38.5C; percent above DMSO median, 100 means doubled;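 active = every valid replicate shows activation above 250% relative to neutral control wells; inactive = the rest, any valid replicate at or below 250%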;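 also: OY570 slx delta 5 strain wells were the positive control but not used for scaling; some compounds called inactive have numbers as strong as hits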
PKA-R1A act: activators of PKA-R1A complex | PKA-R1A dissociation, Cy5-IP20 fluorescence polarization; scaled: DMSO 0%, 113 µM cGMP 100% | activation, % at 11.4 µM | 340,000 compounds, 0.083% hits | AID 504707;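 active = percent activation above the mean of all tested compounds plus 3 SD, cut at about 19% in these data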;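 also: higher means more PKAc released from R1A so a rise in polarization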
Pemphigus Ab inh: inhibitors of pemphigus antibody binding to human desmoglein-3; P32926; DSG3-coupled beads, scFv-anti-DSG3-GFP binding, flow cytometry; hits give low values; binding (percent of control), % at 10 µM; 310,000 compounds, 0.48% hits;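 active = binding more than 3 SD below its plate's average and above zero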;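 also: hits lower antibody fragment binding to DSG3; some compounds called inactive have numbers as strong as hits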
The depositor's hits bear a star; · = not tested or not shown. Random draw from the library; about 3.2% have a hit in one of these screens.

Compound	HTR5A inv ctr	AddAB inh	PfHsp90 set2	OPRM1-OPRD1 ag	E coli growth	phage Ecoli inh	OPRM1-OPRD1 inv	HTR5A ag ctr	Mot1-301 SUMO	PKA-R1A act	Pemphigus Ab inh
Cc1ccc(S(=O)(=O)[N-]c2nc3ccccc3nc2-n2cc[n+](CCC(C)C)c2)cc1	-12	2.5	-7	-1.1	0.8	-0.9	6	1	15	-6	95
COc1ccc(C(CNC(=O)C(C)c2ccc3cc(OC)ccc3c2)N(C)C)cc1 (stereo unspecified)	-15	2.0	21	23*	-2.3	3.6	-188	5	-3	4	103
COCCn1c(=O)[nH]c(=O)c2c1nc(-c1cc(Br)c3c(c1)OCO3)n2Cc1ccccc1	-33	-3.5	14	-2.6	-2.3	-2.3	12	0	16	-7	·
O=C(O)CSCCc1ccccn1	1	2.6	-12	-2.2	-1.2	-2.1	9	-1	-4	-1	·
Cc1cc(C(=O)N2CCCC(N3CCN(c4ccc(F)cc4)CC3)C2)c(C)o1 (stereo unspecified)	16	1.2	-5	-1.0	0.8	-0.1	5	4	-8	-8	96
Cc1ccc(C)c(NC(=O)COC(=O)CCNC(=O)c2ccco2)c1	7	-0.6	13	-3.4	-0.5	0.9	14	-3	10	7	102
Cc1nc(-c2ccccc2)sc1C(=O)Nc1ccccc1F	-14	-0.2	-12	-0.5	-0.2	-0.3	2	4	1	-10	106
O=C(CCCSc1nc2ccccc2[nH]1)NCc1ccccc1	-2	4.6	13	-1.7	-1.2	1.7	9	2	-10	3	85
O=S(=O)(Nc1nc2ccccc2nc1Cl)c1cccc(C(F)(F)F)c1	-1	3.4	4	3.3	1.4	1.4	-27	1	-14	4	103
O=C1/C(=C\c2ccc(O)cc2)SC(=S)N1/N=C/c1ccc(O)cc1	16	6.0	11	-5.2	6.3	1.1	26	-5	-9	-4	83
O=C(c1cccnc1)N1CCN(Cc2ccccc2Br)CC1	-11	-1.5	17	-0.7	-0.5	-7.2	4	-1	8	-5	99
COc1ccc(S(=O)(=O)N2CCOCC2)cc1C(=O)N(C)Cc1ccccc1F	10	1.3	-2	-2.3	-0.5	1.1	9	-4	·	-7	108
Cc1cccn2c(=O)c3cc(C#N)c(=N)n(CCCN4CCOCC4)c3nc12	-9	0.6	-8	-3.1	-1.1	2.6	18	3	-7	-2	111
CC(C)(C)c1ccc(C(=O)NCC(=O)OCc2ccc([N+](=O)[O-])cc2)cc1	-26	2.8	-22	-0.5	1.2	3.2	2	-4	3	6	73
Cc1cccn2c(CN(C)CC3Cc4ccccc4O3)c(C(=O)N3CCCCC3)nc12 (stereo unspecified)	-10	2.2	·	-2.5	0.8	-0.9	12	4	10	-3	118
NS(=O)(=O)c1ccc(NN=C2CCN(Cc3ccccc3)CC2)c([N+](=O)[O-])c1	24	3.1	-13	-1.2	-1.1	3.5	5	7	-4	7	·
Cc1ccc(Nc2nc(Cl)nc(N(C)C#N)n2)cc1	-10	-0.5	17	2.9	2.9	0.5	-16	-5	642	-10	110
O=C(Cn1cnc2c(nnn2-c2ccc(F)cc2)c1=O)NCc1ccco1	-15	1.0	-24	-1.7	-1.9	·	9	5	-4	-5	101
O=C(CNC(=O)Cc1ccccc1)NCC(=O)OCC(=O)c1ccccc1Cl	4	2.5	-4	-4.0	2.7	4.5	22	0	-20	-7	109
CC(=O)Nc1ccc(NC(=O)COc2ccccc2C(=O)Nc2cccc(Cl)c2Cl)cc1	2	·	13	-2.6	·	4.4	16	5	·	-3	80
CC(C)(C)C(=O)Nc1nc2ccc(S(C)(=O)=O)cc2s1	11	-1.4	-1	1.8	-0.6	6.5	-11	1	5	-13	88
COc1ccc(CNC(=O)C2CCN(c3nc(OC)nc(OC)n3)CC2)cc1	26	0.7	14	-0.7	-1.7	3.5	4	-10	50	-6	100
CCC(=O)c1ccc(N2CCN(C(=O)c3ccc(Br)cc3)CC2)c(F)c1	-5	2.4	·	3.1	1.8	-0.1	-19	2	13	-20	99
CCCCN1CCNC[C@H]1Cc1ccc(O)cc1	-19	3.6	3	-2.6	-2.1	1.5	14	-6	-4	6	99
CC(C)c1nnc(NC(=O)CCC(=O)N2CCC(Cc3ccccc3)CC2)s1	-3	0.4	-11	2.1	-1.9	1.1	-11	-1	10	-14	91
N#C/C(=C(/O)c1ccccc1F)c1nc2cc(C(F)(F)F)ccc2s1	14	3.2	15	-3.6	2.3	5.2	19	-2	-7	-7	99
CCOC(=O)c1c(C)[nH]c(C(=O)N2CCCC(C(=O)c3ccccc3OC)C2)c1C (stereo unspecified)	-20	2.4	25	-1.2	-1.3	1.8	6	8	402	3	98
CCOC(=O)C(C)CC(C)C(=O)N1CCOCCN(C(=O)C(C)CC(C)C(=O)OCC)CCOCC1 (stereo unspecified)	-24	3.8	-15	0.4	-0.4	3.2	-2	9.2*	-2	7	112
CC(=O)c1ccc(S(=O)(=O)NCC(=O)NC(c2nc3ccccc3[nH]2)C(C)C)cc1 (stereo unspecified)	11	-0.3	-7	-3.1	1.9	1.6	13	-4	7	8	102
O=C(CNCCO)Nc1ccc(F)c(Cl)c1	-6	4.6	-16	-0.5	1.4	4.0	2	2	-4	-4	·

Full records, looked up by structure. Screens in order: HTR5A inv ctr	AddAB inh	PfHsp90 set2	OPRM1-OPRD1 ag	E coli growth	phage Ecoli inh	OPRM1-OPRD1 inv	HTR5A ag ctr	Mot1-301 SUMO	PKA-R1A act	Pemphigus Ab inh
N#C/C(=C(/O)c1ccccc1F)c1nc2cc(C(F)(F)F)ccc2s1 across the screens: 14	3.2	15	-3.6	2.3	5.2	19	-2	-7	-7	99
Cc1cccn2c(=O)c3cc(C#N)c(=N)n(CCCN4CCOCC4)c3nc12 across the screens: -9	0.6	-8	-3.1	-1.1	2.6	18	3	-7	-2	111

Following part.
Compound	HTR5A inv ctr	AddAB inh	PfHsp90 set2	OPRM1-OPRD1 ag	E coli growth	phage Ecoli inh	OPRM1-OPRD1 inv	HTR5A ag ctr	Mot1-301 SUMO	PKA-R1A act	Pemphigus Ab inh
O=C(O)c1cc(-c2ccc(/C=C3\NC(=O)N(c4ccccc4)C3=O)o2)ccc1Cl	-7	1.2	6	-3.8	-0.9	2.2	20	-2	5	6	93
Cc1ccccc1Nc1nnc(SCC(=O)NC2CCCc3ccccc32)s1 (stereo unspecified)	18	3.2	18	-2.2	-0.7	2.1	12	0	131	3	105
Cc1ccc(C)n1-n1cnc2sc3c(c2c1=O)CCCCC3	8	1.1	14	1.4	-1.0	2.1	-8	1	596*	-3	94
C=CCn1c(N)c(C(=O)OC(C)(C)C)c2nc3ccccc3nc21	8	·	0	-4.0	·	2.4	20	-2	·	-12	·
CCOC(=O)c1ccc(NC(=O)CSc2nnc(CCc3ccc(C)o3)n2-c2ccccc2)cc1	-4	0.8	-16	2.3	1.0	1.7	-13	2	4	9	111
COc1cccc(NC(C)(C)c2nnnn2-c2c(C)cccc2C)c1	·	2.5	-9	·	0.2	1.2	·	·	20	·	92
CCN1CCN(C(CNS(=O)(=O)c2ccc(C)cc2)c2cccnc2)CC1 (stereo unspecified)	1	0.6	5	-2.6	-1.6	0.4	13	1	3	-13	107
Cc1ccccc1C(=O)N1CCCC(N2CCN(Cc3ccc4c(c3)OCO4)CC2)C1 (stereo unspecified)	2	4.4	7	0.1	1.1	3.1	0	-1	-7	4	116
C=C(C)[C@@H]1CCC2(C(=O)O)CC[C@]3(C)[C@H](CC[C@@H]4[C@@]5(C)CCC(=O)C(C)(C)[C@@H]5CC[C@]43C)[C@@H]12 (stereo partly specified)	-20	2.5	18	-4.6	-2.4	2.8	21	5	-10	-6	101
COc1ccccc1NC(=S)N1CC(C)OC(C)C1 (stereo unspecified)	1	2.9	14	0.1	-4.1	3.5	-1	0	-1	-6	87
Cc1ccc(C(C)C)c(OCc2ccc(-c3nnco3)cc2)c1	18	2.7	3	3.7	2.1	1.2	-16	7	-9	-3	·
Cc1nc2ccc(Cl)cc2c(-c2ccccc2)c1C(=O)N(C)C	3	1.6	-1	-1.4	-0.3	-1.9	6	-1	-7	-1	105
CN(C(=O)c1ccnn1C)C1CCCN(Cc2ccccc2F)C1 (stereo unspecified)	0	·	-4	-3.1	·	1.7	16	0	-2	2	98
C/C=C/c1ccc(OCC(O)CN2CCCCC2CC)c(OC)c1 (stereo unspecified)	26	9.4	7	-1.3	9.0	1.5	6	3	5	-11	106
COc1cccc(CNC(=O)COC(=O)c2cccc(S(=O)(=O)N3CCCC3)c2)c1	16	·	·	-0.9	·	5.3	6	3	·	-7	100
Cc1ccc2nc(/C(C#N)=C/c3ccc(O)c(O)c3)[nH]c2c1	8	7.5	9	0.8	1.6	1.9	-4	-2	-9	2	124
O=C(N=Nc1c(O)[nH]c2ccc(F)cc12)C1COc2ccccc2O1 (stereo unspecified)	12	-1.3	-17	-0.5	1.6	2.6	2	-2	-27	8	102
Nc1cc(Cl)ccc1C(=O)OCC(=O)N1CCCCCC1	16	0.0	-25	-3.1	-0.1	1.8	17	-4	-2	-10	102
O=C(C1CC1)N1c2ccccc2Sc2ccccc21	5	·	3	-3.2	·	3.3	16	-1	163	-13	120
CCOC(=O)c1c(C)nc(C)c(C(=O)OCC)c1-c1ccco1	-3	1.1	4	-1.3	1.1	1.3	7	4	-10	9	·
O=C(COC(=O)CCC(=O)c1ccc(Cl)cc1)NCc1ccc(F)cc1	17	-2.1	·	-2.3	-0.7	5.1	12	-5	12	2	93
COC(=O)c1cc(Cl)c(NC(=O)C(C)C)cc1OC	1	4.9	·	0.7	0.7	0.6	-4	5	661*	-6	126
CC(Oc1ccc2ccccc2c1)C(=O)NNC(=O)Nc1ccccc1 (stereo unspecified)	0	·	-21	-0.1	·	1.0	1	3	-8	-9	116
O=C1C(=O)N(O)C2CCCCC2N1O (stereo unspecified)	14	2.2	8	-2.4	0.0	-1.1	13	2	5	11	97
COc1ccccc1CNC(=O)CSc1ccc(-c2cccs2)nn1	-3	-1.5	-72	-0.6	-0.6	-0.4	3	1	14	-4	·
Cc1nc2c(-c3ccc(F)cc3)c(C)nn2c(C)c1CCC(=O)Nc1ccccc1F	-9	0.2	-11	0.2	-2.0	1.2	-1	0	5	2	90
Cc1ncc(C[n+]2csc(CCOC(=O)CC34CC5CC(CC(C5)C3)C4)c2C)c(N)n1	8	0.9	-13	-2.8	-2.6	-0.8	17	0	24	-7	99
O=C(c1cccc(S(=O)(=O)N2CCN(c3ccc(F)cc3)CC2)c1)N1CCCC1	0	1.0	-9	-1.6	1.4	0.0	8	0	20	-19	91
COc1ccccc1C(=O)/C=C/c1ccc(N2CCCCC2)c([N+](=O)[O-])c1	20	0.3	-6	-2.4	-0.8	2.5	12	-4	-9	-7	84
Cc1nc2ccccn2c1C(=O)OCC#N	13	2.8	2	-2.1	-2.0	2.6	11	-5	367	-6	98
O=C(c1ccc(C(F)(F)F)cc1)n1ccc(-c2cccs2)n1	3	1.2	5	0.2	-1.8	0.7	-1	1	-10	-3	119

Compound activity (PubChem BioAssay)
